RAD52 inh = inhibitors of human RAD52 DNA annealing. recombinant RAD52 DNA annealing, FRET fluorescence. inhibition, % at 18.7 µM. 0.46% of 360,000 active. AID 651710;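 active = every replicate showing at least 50% inhibition; inconclusive = mean inhibition at least 50% but not in every replicate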
FN deposit inh = fibronectin deposition inhibition; AH1F fibroblasts, Alexa488-fibronectin deposition fluorescence, overnight; inhibition, % at 12.6 µM; 0.086% of 350,000 active; AID 743247;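 active = mean inhibition across replicates of 30% or more, regardless of how many single replicates reach that level; inconclusive = mean under 30% yet at least half of replicates reach 30%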;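 also: positive control wells lacked labelled fibronectin entirely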
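Assay system: AH1F fibroblast monolayer, labelled fibronectin deposition. Amount: 10000 cells per well. Also added: labelled fibronectin 24 nM. Compound: single-point pinned compound. Incubation: cell attachment 1 h, compound and FN exposure overnight. Detection: fluorescence after three HBSS washes, excitation 485 nm, emission 525 nm. Read-out: inhibition of fibronectin deposition signal.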
esBAF inh = inhibitors of esBAF chromatin remodeling in mouse ES cells | Bmi1-luciferase knock-in reporter, 24 h; 100% = twice the neutral-well signal | reporter increase, % at 12.5 µM | 2% of 350,000 active | AID 602393; in the data active = activation above about 40%; inconclusive = no clear call, values can overlap the other calls;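 also: 0% = median of the plate's neutral control wells and 100% = double that signal; a rise in the Bmi1 reporter signal indicates esBAF inhibition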
RAD54 inh = blocks human RAD54 Holliday junction branch migration. Q92698. FAM/BHQ fluorescence. inhibition, % at 10.4 µM. 0.14% of 360,000 active. AID 602329;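 active = mean normalized replicate activity at least 40 and at least half of replicates scoring 40 or more; inconclusive = only one of the two criteria met; inactive = mean below 40 and under half of replicates reaching 40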;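 also: 0% = median of neutral control wells and 100% = median of positive control wells; inhibitors cause a drop in the FAM fluorescence signal; in these data hits start at about 50%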
Xi reactivation = X-chromosome reactivation activator. XiGFP mouse fibroblasts, % GFP-positive cells imaging, 3 d; cells co-treated with 5-aza-dC sensitizer; scaled so ellipticine positive control = 100%. activation, % at 7.58 µM. 0.055% of 360,000 active. AID 743238;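 active = mean normalized replicate activation at least 10% and every replicate at or above 10%; inconclusive = only one of the two criteria met; inactive = mean below 10% and not all replicates reach 10%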;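 also: 0% = median of on-plate neutral control wells and 100% = ellipticine 6 µM median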
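assay system = SV40-immortalized XiGFP fibroblast cells, line 68-5-11 | buffer or medium = DMEM plus 5-aza-dC sensitizer | doses = single-point pinned compound dosing | times = 3-day compound exposure, then 15 min fixation at room temperature | benchmarks = positive control ellipticine, 6 µM final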
E-selectin induc = induces E-selectin expression in human endothelial cells | P16581 | activation, % at 7.58 µM | AID 686992 | 0.37% of 260,000 active | HUVEC E-selectin immunofluorescence imaging; normalized: neutral wells 0, TNF-alpha wells 100;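 active = mean E-selectin-positive cell signal at least 10% of the positive control, reached in at least 60% of replicates, without over 20% cell loss; inconclusive = no rule given, readout overlaps actives, possibly toxicity-flagged; inactive = the rest, including those meeting only one limit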;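 also: in these data hits start at about 27%; measured in HUVEC primary endothelial cells; signal is the percent of cells scored E-selectin positive by PE staining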
Target sequence (P16581 whole entry, looked up): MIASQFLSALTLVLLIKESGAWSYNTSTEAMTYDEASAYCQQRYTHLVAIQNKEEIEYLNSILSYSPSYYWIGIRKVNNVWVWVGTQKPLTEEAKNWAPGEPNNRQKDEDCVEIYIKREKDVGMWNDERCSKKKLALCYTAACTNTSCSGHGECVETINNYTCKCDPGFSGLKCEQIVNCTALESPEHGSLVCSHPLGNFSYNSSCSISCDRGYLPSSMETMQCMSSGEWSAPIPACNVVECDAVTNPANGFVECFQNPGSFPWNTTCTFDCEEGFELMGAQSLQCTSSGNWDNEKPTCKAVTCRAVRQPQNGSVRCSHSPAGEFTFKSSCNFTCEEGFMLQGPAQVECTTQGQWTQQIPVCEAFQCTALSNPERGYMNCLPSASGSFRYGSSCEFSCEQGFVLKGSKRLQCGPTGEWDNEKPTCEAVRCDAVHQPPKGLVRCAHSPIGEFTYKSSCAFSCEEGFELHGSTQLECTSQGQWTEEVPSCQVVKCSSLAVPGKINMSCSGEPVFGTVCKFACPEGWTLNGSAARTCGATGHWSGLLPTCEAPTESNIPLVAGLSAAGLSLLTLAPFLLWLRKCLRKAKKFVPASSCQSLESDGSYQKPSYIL
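Read-out basis: % PE-positive cells; Test system: HUVEC primary endothelial cells; Technique: immunofluorescence imaging; Dosing: single-point compound dose.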
EWS-Fli inh = EWS/Fli transcriptional activity inhibition; A673 NR0B1-luciferase reporter, viability-normalised; inhibition, % at 12.6 µM; 0.67% of 350,000 active;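 active = mean inhibition of at least 50% after viability correction, with every replicate also passing that limit; inconclusive = mean reaches 50% but only one of two replicates passes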;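 also: firefly luciferase signal divided by Alamar Blue viability fluorescence both relative to DMSO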
S100A4 inh HTS = blocks human S100A4 binding to myosin IIA peptide; S100A4/TAMRA-MyoIIA peptide fluorescence polarization; inhibition, % at 10.7 µM; 0.14% of 360,000 active; AID 652163;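 active = mean inhibition of at least 70% across replicates, with every replicate also reaching that level; inconclusive = mean inhibition reaches 70% but some replicates fall short; inactive = mean inhibition below 70%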
Target sequence (P26447 whole entry, looked up): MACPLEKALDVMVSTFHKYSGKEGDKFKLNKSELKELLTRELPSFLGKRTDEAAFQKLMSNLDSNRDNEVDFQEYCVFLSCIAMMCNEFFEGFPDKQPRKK
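Material: S100A4 monomer protein / Buffer or medium: 50 mM HEPES pH 7.2, 10 mM CaCl2, 100 mM KCl / Times: 5 min incubation before reading / Benchmarks: neutral control DMSO, positive control TFP / Reagent: labelled myosin peptide probe, 5 nM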
Numbers without * were called inactive; ? = inconclusive; . = no result given; & = joins results of further samples.

Start of the data: the first 2 entries as a preview:
SMILES	RAD52 inh	FN deposit inh	esBAF inh	RAD54 inh	Xi reactivation	E-selectin induc	EWS-Fli inh	S100A4 inh HTS
CC1=CC2CC1C1C(=O)N(c3ccc(S(=O)(=O)Nc4nc(C)cc(C)n4)cc3)C(=O)C21 (stereo not given)	-17	-2	-12	1	0.0	.	3	0
COc1ccccc1-c1ccc([C@H]2[C@H]3CN(S(=O)(=O)c4cn(C)cn4)CCCCN3[C@H]2CO)cc1	1	.	-1	-3	0.3	-0.2	-1	-2

All compounds of this part, previewed entries included:
SMILES	RAD52 inh	FN deposit inh	esBAF inh	RAD54 inh	Xi reactivation	E-selectin induc	EWS-Fli inh	S100A4 inh HTS
CC1=CC2CC1C1C(=O)N(c3ccc(S(=O)(=O)Nc4nc(C)cc(C)n4)cc3)C(=O)C21 (stereo not given)	-17	-2	-12	1	0.0	.	3	0
COc1ccccc1-c1ccc([C@H]2[C@H]3CN(S(=O)(=O)c4cn(C)cn4)CCCCN3[C@H]2CO)cc1	1	.	-1	-3	0.3	-0.2	-1	-2
COC(=O)CCCn1cc(CN2CC(N3CCN(Cc4cccc(C)c4)CC3)CS2(=O)=O)nn1 (stereo not given)	-14	-2	.	.	0.0	-0.4	3	-5
Cc1cc(C)nc(NS(=O)(=O)c2ccc(NC(=O)c3ccc(N4C(=O)CCC4=O)cc3)cc2)n1	.	5	.	5	0.0	0.1	.	.
CC(=O)N[C@@H](C)c1nc2ccccc2n1CCCN1CCN(c2nc(-c3ccc(C)cc3)cs2)CC1	-36	-13	-2	-24	0.5	-0.5	11	-1
COc1cccc2cc(-c3ccnc(N)n3)oc12	-7	-17	45*	2	0.0	0.7	-46	-1
O=C(N1CCCCC1)C1(c2ccccc2)CCOCC1	.	-18	-2	2	.	.	.	-10
Cc1ccc(S(=O)(=O)Nc2ccc(N(C)S(=O)(=O)c3ccc(C)cc3)cc2)cc1	-21	-3	2	-4	0.2	-0.1	14	2
CC1(c2nnc(-c3ccncc3)o2)CC(c2ccc([N+](=O)[O-])cc2)=NO1 (stereo not given)	-12	1	5	1	0.9	0.1	9	-1
COc1ccc(N2CC(NC(=O)N3CCN(C(=O)c4ccco4)CC3)CC2=O)cc1OC (stereo not given)	4	0	1	-13	0.4	-0.3	3	0
Cc1ccc(S(=O)(=O)N[C@@H]2CC[C@H](CC(=O)N3CCc4ccccc4C3)O[C@@H]2CO)cc1	9	6	10	3	0.3	-0.2	-3	2
O=C(C[C@H]1C=C[C@H](NC(=O)Cc2cccnc2)[C@H](CO)O1)Nc1ccc(-c2ccccc2)cc1	11	1	.	.	-0.1	-0.3	-3	-2
CCCCn1nnnc1C(c1cc2ccccc2o1)N1CCN(c2c(C)cccc2C)CC1 (stereo not given)	-9	-21	.	.	0.0	0.0	13	-15
COc1ccccc1OCCNC(=O)Cc1ccc(S(=O)(=O)N2CCOCC2)s1	-21	-2	-1	4	0.1	-0.4	0	-21
COC(=O)CN(c1cccc(C(C)=O)c1)S(C)(=O)=O	-8	.	-2	-6	.	.	4	-3
CCCNC(=S)NC1CC2CCC(C1)N2Cc1ccccc1 (stereo not given)	10	.	-6	6	.	.	-6	3
COc1cc(/C=C(\CC(=O)O)c2nc3ccccc3s2)cc(OC)c1O	-43	-9	13	.	0.4	.	8	-5
O=C(Nc1cccc(-c2nc3cc(Cl)ccc3o2)c1)C1CCCO1 (stereo not given)	-5	-1	29	-3	.	.	.	-4
O=C(NCc1cccs1)c1cccc(Nc2nc3ccc(Br)cc3[nH]2)c1	-13	-8	5	14	0.4	.	-4	-5
N#Cc1cccc(-c2ccc(C3[C@H]4CNC[C@@H]3N4S(=O)(=O)c3ccc(F)cc3)cc2)c1 (stereo not given in full)	28&-14	-11&-14	.	.	0.0&0.0	0.1&0.1	.	-3&-14
CC1CCCC(NC(=O)CSc2ncccc2C(=O)O)C1C (stereo not given)	-14	.	2	-14	.	.	.	-8
COCC#Cc1ccc2c(c1)O[C@H](CN(C)C(=O)COC)[C@H](C)CN([C@H](C)CO)S2(=O)=O	-10	.	-8	4	-0.9	0.2	0	5
COc1ccc(OC)c(C(=O)c2c(C)oc3cc(Br)c(O)c(CN(C)C)c23)c1	1	2	.	0	0.3	5.1	-8	-2
CCOC(=O)C1=C(CC)Nc2ccccc2N=C1NC(=O)c1cccc(S(=O)(=O)N2CCOCC2)c1	-11	-2	2	7	-0.1	1.1	7	3
CC(C)(C)c1ccc(C(=O)NCCC(=O)Nc2ccc3c(c2)OCCO3)cc1	-2	0	.	.	-0.1	0.3	5	-1
C[C@H]1CN([C@@H](C)CO)C(=O)Cc2cc(NS(=O)(=O)c3ccccc3)ccc2O[C@H]1CN(C)Cc1ccc(C(=O)O)cc1	1	1	-7	.	-0.2	0.1	-9	-6
CCS(=O)(=O)Nc1ccc2c(c1)C(=O)N(C)C[C@@H](OC)[C@@H](C)CN[C@@H](C)CO2	-4	-5	-3	-3	0.6	0.1	-2	4
O=C(CNC(=O)c1ccccc1)NCC(=O)OCC(=O)c1ccc([N+](=O)[O-])cc1	-4	-2	.	.	0.1	-0.2	3	2
CC(C)c1cccc(C2=CC(=O)C[C@H](c3ccc4c(c3)OCO4)C2)c1	-12	-25	3	-7	0.2	-0.1	1	0
COc1cc(OC)cc(C(=O)NNC(=O)CN2C(=O)NC(C)(c3ccc(C)cc3)C2=O)c1 (stereo not given)	-1	-8	-7	5	0.1	0.5	-4	0
Clc1ccccc1CNc1nc2ccccc2n2cnnc12	-10	-4	.	.	-0.1	.	-9	-5
O=C(N[C@@H]1CC[C@@H](CCn2cc(C3(O)CCCC3)nn2)O[C@H]1CO)C1CCOCC1	-10	2	0	-9	-0.5	0.0	-1	10
Cc1cc(NC(=O)C(C)SCC(=O)N(C)CC(=O)Nc2ccccc2C(F)(F)F)no1 (stereo not given)	0	3	2	-9	0.0	0.3	-7	1
CC(=O)c1cccc(-c2ccnc3c2CC(C(=O)Nc2ccc(F)c(Cl)c2)O3)c1 (stereo not given)	-11	5	3	6	0.5	-0.2	22	2
COc1ccccc1CNC(=O)C[C@@H]1C=C[C@@H](NC(C)=O)[C@@H](CO)O1	3	-2	1	3	-0.1	-0.4	2	12
CN(C)c1ccc(C(C#N)c2ccccc2)nn1 (stereo not given)	5	.	5	3	0.0	.	-9	25
C[C@@H]1CN([C@H](C)CO)C(=O)c2cccc(NC(=O)c3cnccn3)c2O[C@@H]1CN(C)S(C)(=O)=O	-13	.	-1	9	0.2	-1.1	-5	-1
Cc1cc(C)c(NC(=O)CSc2nc3ncc(Br)cc3[nH]2)c(Cl)c1	-4	5	-8	-1	0.0	.	1	-1
CC(=O)Nc1nnc(COc2ccccc2)s1	-11	-5	?	.	0.2	.	-5	0
COC(=O)c1ccc(S(=O)(=O)N2CCOCC2)o1	-1	14	-3	15	0.3	.	5	-2
CC[n+]1ccc(C)c2cc(P(=O)(c3ccccc3)c3ccccc3)ccc21	35	7	5	1	0.0	.	12	0
CS(=O)(=O)NCCn1ccc2ccccc21	-9	6	.	.	0.4	.	-2	-3
O=C(/C=C/c1ccccc1[N+](=O)[O-])OCC(=O)N1CCCC1	10	-4	-6	-17	0.3	-0.9	14	-2
CC[C@]12C(=O)N(C)C[C@H]([C@@H]3C(=O)N(C)C(=O)[C@@H]31)N2C(=O)c1ccccc1	.	6	1	6	0.0	-0.1	-3	.
COc1ccc(N2CC(C(=O)Nc3nnc(SCC(=O)N4CCCC4)s3)CC2=O)cc1 (stereo not given)	3	-4	.	-7	0.2	.	.	-1
O=C1c2ccccc2S(=O)(=O)c2cc(N3CCN(C(=O)c4ccccc4)CC3)ccc21	-215	5	.	.	0.0	-0.3	-37	-6
CO[C@@H]1CN(C)C(=O)c2cc(NC(C)=O)ccc2OC[C@H](C)N(C(=O)c2cccnc2)C[C@H]1C	6	-6	-4	4	-0.1	-0.3	8	8
Cc1ccc(S(=O)(=O)Nc2ccc3c(c2)CC(=O)N([C@H](C)CO)C[C@H](C)[C@H](CN(C)C(=O)NC2CCCCC2)O3)cc1	5	.	10	-3	0.1	0.2	-9	10
Cc1cnc(C(=O)Oc2cccc(Cl)c2Cl)cn1	5	1	-10	5	0.0	.	2	-3
COc1ccc(/C=C(\NC(=O)c2ccco2)C(=O)NC(Cc2ccccc2)C(=O)O)cc1 (stereo not given)	-9	3	-1	10	0.0	1.2	6	16
COc1ccc(C(=O)N2CCN(C(=O)C3COc4ccccc4O3)CC2)cc1 (stereo not given)	-3	-5	-9	-17	0.1	.	1	4
CCN(C(=O)COC(=O)CCS(=O)(=O)c1ccccc1)c1c(N)n(Cc2ccccc2)c(=O)[nH]c1=O	-18	-3	1	-10	0.0	0.3	-4	-3
CCC1CCC(C(=O)NNC(=O)c2cc(-c3ccco3)[nH]n2)CC1 (stereo not given)	-14	-6	.	.	0.0	0.5	-3	2
COc1ccc(NC2=CC(c3ccc(F)cc3)N(c3ccc(OC)cc3)C2=O)cc1 (stereo not given)	-19	-8	.	.	0.0	.	-14	-2
CCC(=O)N1CC[C@@H]2[C@H](CO)Nc3ccc(C#Cc4ccccc4)cc3[C@@H]21	-2	-2	-5	-3	0.0	1.6	2	4
C[C@@H]1CN([C@@H](C)CO)C(=O)Cc2cc(NS(=O)(=O)c3ccc(F)cc3)ccc2O[C@H]1CN(C)Cc1ccc(Cl)c(Cl)c1	.	.	7	.	-0.9	-0.1	23	.
Nc1nc(C(F)(F)F)c(Br)c(=O)n1N	-7	-4	.	.	0.0	-5.7	1	1
CN(C)C(=O)[C@H]1[C@H](CO)[C@H]2Cn3c(ccc(-c4ccccc4F)c3=O)[C@H]2N1C(=O)c1cnccn1	-18	.	-2	-3	0.1	-1.9	-3	-4
O=C(C[C@@H]1C=C[C@@H](NC(=O)C2CCC2)[C@H](CO)O1)NCC1CC1	-2	8	-4	-1	0.0	0.1	-3	13
CCN(CC(=O)Nc1ccc(N2CCOCC2)cc1)C(=O)c1ccc(C#N)cc1	-11	.	.	.	0.2	-1.7	-2	23

The list continues:
SMILES	RAD52 inh	FN deposit inh	esBAF inh	RAD54 inh	Xi reactivation	E-selectin induc	EWS-Fli inh	S100A4 inh HTS
C[C@H](CO)N1C[C@H](C)[C@H](CN(C)Cc2ccc(C(F)(F)F)cc2)OCCCC[C@H](C)Oc2ccc(N(C)C)cc2C1=O	9	.	-2	-5	-1.0	0.0	-8	10
CC(C)CC#Cc1cnc2c(c1)C(=O)N([C@H](C)CO)C[C@H](C)[C@@H](CN(C)C(=O)c1cnccn1)O2	-5	-3	-2	7	-1.0	0.6	-7	-6
C[C@H]1CN([C@@H](C)CO)C(=O)c2cc(C#CC3(O)CCCC3)cnc2O[C@H]1CN(C)Cc1ccncc1	2	.	-2	2	-1.1	0.2	-11	21
CN1C(=O)c2cc(NC(=O)C3CCCC3)ccc2OC[C@@H]2O[C@H](CC(=O)NCC(F)(F)F)CC[C@H]21	-12	5	-2	17	0.1	0.2	0	-3
O[C@H]1CN(CC2CCCCC2)[C@@H](c2ccc(Cl)cc2)C[C@@H]1n1cc(C2CC2)nn1	-31	.	-8	-10	0.8	-3.0	16	0
